GASC-1 inh = inhibitors of GASC-1 histone demethylase, primary screen, biochemical, fluorescence, DELFIA europium | Lysine-specific demethylase 4C (Homo sapiens), Q9H3R0 | inhibition, % at 2.35 µM | GST-JMJD2C(1-420) H3K9me3 demethylation | 0.069% of 330,000 active;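 active = more than half of a compound's replicate wells show inhibition beyond 50%, single wells judged on their own value; inconclusive = some, but no more than half, of replicates pass 50% inhibition; inactive = no replicate passes 50% inhibition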;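 note: signal counts dimethyl H3K9 product captured on neutravidin plate; 0% = median of DMSO wells and 100% = 0.3 times that DMSO median; strong numbers were not always called active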
Target sequence (Q9H3R0 1-420 limits assumed): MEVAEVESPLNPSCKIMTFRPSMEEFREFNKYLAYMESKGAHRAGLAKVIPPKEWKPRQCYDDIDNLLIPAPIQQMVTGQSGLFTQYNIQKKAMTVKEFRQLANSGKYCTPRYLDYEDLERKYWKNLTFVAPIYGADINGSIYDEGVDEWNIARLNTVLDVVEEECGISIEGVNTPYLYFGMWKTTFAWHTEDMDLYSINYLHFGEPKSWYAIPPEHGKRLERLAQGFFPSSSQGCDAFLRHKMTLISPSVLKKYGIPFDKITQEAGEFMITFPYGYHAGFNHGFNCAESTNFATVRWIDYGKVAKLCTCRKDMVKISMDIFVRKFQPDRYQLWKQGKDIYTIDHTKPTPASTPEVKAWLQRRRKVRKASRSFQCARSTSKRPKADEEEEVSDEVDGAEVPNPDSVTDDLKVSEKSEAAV
GRK2 aptamer HTS = compounds blocking aptamer binding on GRK2 – biochemical, human GRK2, bead flow cytometry, HTS, primary screen; Beta-adrenergic receptor kinase 1 (Homo sapiens), P25098; FAM-aptamer displacement from GRK2; inhibition of aptamer binding, % at 10 µM; 0.59% of 330,000 active;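 active = inhibition of aptamer binding above 40%, roughly 3 SD of noise, on plates passing a quality check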;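 note: median bead fluorescence of bound FAM aptamer so fluorescent compounds give negative values; no value below 0 was filed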
Target sequence (P25098 whole entry, looked up): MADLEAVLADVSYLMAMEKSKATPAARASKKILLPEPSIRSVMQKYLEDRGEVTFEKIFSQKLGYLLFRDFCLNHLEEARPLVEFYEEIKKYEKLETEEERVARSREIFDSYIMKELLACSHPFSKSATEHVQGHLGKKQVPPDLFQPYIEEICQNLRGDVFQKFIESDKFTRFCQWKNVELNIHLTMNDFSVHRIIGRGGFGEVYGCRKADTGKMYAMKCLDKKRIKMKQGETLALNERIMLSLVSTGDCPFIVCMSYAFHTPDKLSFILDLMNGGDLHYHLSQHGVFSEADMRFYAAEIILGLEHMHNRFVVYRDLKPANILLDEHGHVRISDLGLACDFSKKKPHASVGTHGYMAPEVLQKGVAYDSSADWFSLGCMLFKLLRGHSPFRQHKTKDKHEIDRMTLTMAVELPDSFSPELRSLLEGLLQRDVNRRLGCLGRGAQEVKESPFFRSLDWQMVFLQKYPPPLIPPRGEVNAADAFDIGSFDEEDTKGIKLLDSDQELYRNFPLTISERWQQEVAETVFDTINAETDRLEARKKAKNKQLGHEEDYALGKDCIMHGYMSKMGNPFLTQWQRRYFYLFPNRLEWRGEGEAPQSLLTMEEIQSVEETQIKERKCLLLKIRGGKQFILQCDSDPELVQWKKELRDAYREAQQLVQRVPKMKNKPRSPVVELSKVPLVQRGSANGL
VLA-4 inh = inhibition in human VLA-4 binding assay, primary screen, VLA-4 allosteric modulator project, MLPCN library, flow cytometry, VLA-4 expressing cells; ligand binding flow cytometry; inhibition, % (about 7 µM as worked out from the volumes in the protocol); 0.2% of 330,000 active; AID 2557, 2010; in the data active = inhibition above about 50%
MEP2 TOR yeast = modulators of MEP2-GFP levels in yeast, primary screen, S. cerevisiae, multiplex flow cytometry, MLPCN library | S. cerevisiae MEP2-GFP strain, 3 h; 100% = DMSO control level | GFP response vs DMSO, % at 10 µM | 0.51% of 330,000 active | AID 2016, 2009;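 active = GFP response versus DMSO above a set limit, roughly screen mean plus 3 SD, cut at about 180% in these data; inconclusive = fewer than 70 cells counted for a yeast strain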;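 note: median GFP fluorescence of the barcode-gated MEP2-GFP cells per well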
RPL19A TOR yeast = RPL19A-GFP expression modulators in yeast, primary screen, cell-based, S. cerevisiae, multiplex flow cytometry, MLPCN. AID 2025, 2009. percent response vs DMSO, % at 10 µM. S. cerevisiae RPL19A-GFP strain, 3 h; stronger effect = lower value. 0.3% of 330,000 active;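 active = percent response vs DMSO below 50%; inconclusive = fewer than 70 events counted for the yeast strain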;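 note: median channel GFP fluorescence of the barcoded RPL19A-GFP strain; ratio of sample median GFP to plate DMSO average so 100% = DMSO; lower means less RPL19A-GFP as with rapamycin TOR inhibition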
LAP4 TOR yeast = modulators of LAP4-GFP expression in yeast, primary screen, S. cerevisiae, multiplex flow cytometry, MLPCN library. 3 h; median GFP as percent of DMSO wells. GFP response vs DMSO, % at 10 µM. 0.34% of 320,000 active. AID 2023, 2009;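 active = GFP response vs DMSO above a set limit, about the screen mean plus 3 SD, cut at about 150% in these data; inconclusive = under 70 cell events counted for the yeast strain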
AGP1 TOR yeast = modulators of AGP1-GFP expression in yeast TOR pathway, primary screen, cell-based, multiplex flow cytometry, S. cerevisiae, MLPCN library. GFP response vs DMSO, % at 10 µM. 0.02% of 320,000 active. AID 2066, 2009. 3 h; GFP as percent of DMSO wells;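 active = GFP response relative to DMSO above a set limit, near screen average plus 3 SD, cut at about 150% in these data; inconclusive = fewer than 70 cells counted for the yeast strain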;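 note: median GFP channel fluorescence of the gated AGP1 strain per well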
CIT2-GFP yeast = modulators of CIT2-GFP expression in yeast, primary screen, S. cerevisiae, GFP fusion, multiplex flow cytometry, MLPCN library; S. cerevisiae CIT2-GFP strain, 3 h; 100 means same as DMSO wells; GFP response vs DMSO, % at 10 µM; 0.065% of 320,000 active;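 active = GFP response relative to DMSO above a set limit, near the screen mean plus 3 SD, cut at about 150% in these data; inconclusive = Fewer than 70 cells measured for a yeast strain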;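 note: ratio of well median GFP fluorescence to mean of DMSO wells on the plate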
Numbers without * were called inactive; u = inconclusive; x = no result given; & = joins results of further samples.

LAP4 TOR yeast	GASC-1 inh	mol	GRK2 aptamer HTS	CIT2-GFP yeast	AGP1 TOR yeast	VLA-4 inh	MEP2 TOR yeast	RPL19A TOR yeast
100.8	-0.9	O=C(COC(=O)c1ccc(CNS(=O)(=O)c2ccc(F)c(Cl)c2)cc1)NC1CCCCCCC1	0.0	98.4	108.0	-4.8	104.4	103.2
95.8	-2.7	O=C1CC(c2ccc(F)cc2)CC(O)=C1C=NCCN1CCN(C(=O)Nc2ccccc2)CC1 (stereo unspecified)	0.0	94.2	97.0	1.0	98.8	97.2
108.1	x	COc1ccc(NC(=O)c2ccc(C(=O)c3ccccc3)o2)cc1	0.0	104.8	103.2	9.8	107.6	101.8
100.3	3.4	CCOc1ccc(NC(=O)N2CCN(S(C)(=O)=O)CC2)cc1	0.0	87.5	94.0	-0.3	93.0	94.5
108.0	-2.2	CC1(C)Cc2c(sc3c2c(=N)n(Cc2ccco2)c(=O)n3CC(=O)Nc2cccc(Cl)c2)CO1	1.0	115.0	x	3.5	101.0	102.2
109.7	7.2	C=CCN1C(=O)/C(=C2/Sc3ccccc3N2C)SC1=Nc1c(C)n[nH]c1C	1.0	103.7	103.8	-15.4	105.5	93.7
91.9	-8.4	C=CCNC(=S)NCC	3.0	97.8	92.4	10.3	105.8	101.6
93.3	5.2	COc1ccc(NC(=O)[C@@H]2CC=C[C@@H]3CCN(C4CCCCC4)C(=O)[C@@H]32)cc1	0.0	103.3	109.3	30.0	99.5	103.5
85.6	-4.1	Cc1cccc(C)c1NC(=O)CN(C)CC(=O)N(C)CC(=O)Nc1ccccc1Br	0.0	85.8	90.6	1.2	94.1	89.4
90.4	5.0&0.0	CC(=O)c1cccc(S(=O)(=O)N2CCC(n3nnc4cc(F)ccc43)CC2)c1	0.0	91.6	96.8	6.6	98.7	96.6
110.3	3.2	Cc1ccc(O)c(N=Nc2ccccc2)n1	0.0	111.0	91.2	19.2	96.1	102.8
102.2	40.4	COc1cccc(OCC(=O)Nc2ccc(OC)c(OC)c2)c1	3.0	104.9	99.9	0.0	105.8	99.7
89.6	8.6	CCc1cccc(CC)c1-n1c(SCC(=O)N2CCCc3ccccc32)nc(O)cc1=O	3.0	108.1	102.7	11.1	101.6	99.1
121.7	3.1	O=C1C(=O)N(c2ccccc2)C(c2ccccc2[N+](=O)[O-])/C1=C(\O)c1ccccc1 (stereo unspecified)	0.0	92.9	101.6	-4.0	95.3	95.6
105.9	1.9	CC(=O)c1ccc(NC(=S)NC(=O)Cc2ccc(Cl)cc2)cc1	1.0	86.1	95.8	6.5	95.0	92.2
102.7	x	Cn1c(=O)c2cc(S(=O)(=O)NCCC(=O)N3CC=C(c4ccccc4)CC3)ccc2n(C)c1=O	0.0	105.7	106.2	5.7	100.4	101.4
111.2	3.7	C#CCn1c(=O)c2c(ncn2C)n(C)c1=O	0.0	107.1	98.8	6.9	102.2	100.4
108.6	-8.5	Cc1cccc(N2CCN(C(=O)CN3C(=O)NC(C)(C)C3=O)CC2)c1C	3.0	99.6	104.4	-0.3	99.8	100.0
98.9	-0.1	Cc1cccc(C)c1NC(=S)N1CCCN(Cc2ccc(F)cc2)C1	1.0	100.1	96.0	1.6	99.5	99.3
x	6.3	CCCC1=NN2C(=N)/C(=C\c3cc(C)n(Cc4ccccc4)c3C)C(=O)N=C2S1	1.0	x	x	0.0	96.3	98.7
104.9	7.1	CC1=CC(c2ccc(Cl)cc2)n2nc(NS(=O)(=O)c3ccc(C)cc3)nc2N1 (stereo unspecified)	3.0	96.1	100.8	-1.5	98.8	99.2
87.2	-1.3	COCCn1c(C)c(C)c(S(=O)(=O)c2ccccc2)c1N	0.0	98.3	96.1	-3.9	106.2	103.3
109.6	-20.7	COc1ccc(C(=O)c2ccc(OC)c(OC)c2)cc1	0.0	97.8	93.9	11.0	104.9	96.0
111.7	-11.2	O=C(CCC(=O)n1ncc2ccccc21)NCc1ccc(F)cc1	0.0	94.1	92.8	-1.6	98.2	94.4
98.1	3.2	N#Cc1nc(COc2ccc(Br)cc2)oc1NCCN1CCOCC1	0.0	96.5	97.7	6.8	100.8	102.0
106.4	6.6	NC(=O)COc1ccc(NC(=O)OCc2ccccc2)cc1	1.0	113.0	110.0	-4.8	107.1	108.2
82.5	7.3	O=C(Nc1ccccc1F)NC1CCCCCCC1	0.0	86.9	88.9	-6.7	89.5	99.4
100.2	1.3	C=CCc1c(C)nc(C)nc1N/N=C/c1ccccc1O	0.0	105.1	110.2	-7.7	105.7	102.0
93.0	5.0	C#CCNc1cc(C)nc2ncnn12	1.0	99.6	94.6	-6.3	96.5	94.5
101.0	1.1	O=C1CCc2cc(S(=O)(=O)Nc3ccccc3)ccc2N1	2.0	93.4	100.8	-9.6	98.6	97.7
95.5	-5.3	COc1ccc(N(CC(=O)NCc2ccc(C)cc2)S(=O)(=O)c2ccccc2[N+](=O)[O-])c(OC)c1	0.0	110.7	102.8	-4.8	106.2	107.1
96.6	-31.9	COc1ccc(-c2noc(CSc3nc(N)cc(=O)[nH]3)n2)cc1	1.0	105.3	107.0	3.3	106.6	105.4
92.3	-6.2	COc1ccccc1-n1c(-c2cc(-c3ccco3)[nH]n2)n[nH]c1=S	1.0	111.1	111.2	-6.2	87.3	91.9
96.2	6.3	CCCS(=O)(=O)N1CCC(CCOc2ccccc2)(C(=O)OCC)CC1	0.0	89.8	97.9	3.5	87.6	95.5
88.3	3.5	CC/C(C)=C1\SC(N2CCN(C(C)=O)CC2)=NC1=O	4.0	86.2	x	7.0	90.3	88.0
99.1	-2.1	CCn1c(CCC(=O)O)nc2cc(S(=O)(=O)N3CCOCC3)ccc21	0.0	100.1	96.5	7.6	112.5	95.4
95.2	-15.1	COc1cccc(/C=C/C(=O)NCc2cn3cc(Cl)ccc3n2)c1	0.0	92.0	95.3	3.7	95.4	90.3
108.8	3.9	COc1ccc2[nH]c(=O)c(CN(C(=O)c3cccnc3)c3ccc(C)cc3C)cc2c1	1.0	91.0	101.3	-5.4	93.3	97.0
96.8	11.7	CCN(CC)CCCNc1cc2n(c(=O)n1)CCc1cc(OC)c(OC)cc1-2	0.0	103.0	97.9	1.9	100.7	100.3
103.7	5.6	CCOC(=O)NN1C(=O)c2ccccc2NC1c1ccc(N(C)C)cc1 (stereo unspecified)	2.0	104.1	105.6	-0.4	102.3	104.8
96.3	-6.6	COc1ccc(S(=O)(=O)n2ccc(-c3ccc(OCCN(C)c4ccccn4)cc3)n2)cc1	0.0	x	99.4	10.6	97.4	100.4
113.8	99.5	O=C(CSc1ccc(Cl)cc1)NC1CCCC1	0.0	103.8	113.4	3.4	109.2	107.6
91.9	-14.3	O=C(c1ccc([N+](=O)[O-])cc1)c1cc2ccc(O)cc2oc1=O	16.0	98.9	95.5	-2.7	109.0	104.8
106.5	8.1	Clc1c(-c2nnc3n2CCCCC3)sc2ccccc12	1.0	95.8	99.3	-8.5	110.5	94.0
93.1	20.3	COc1cc(C(=O)N2CCN(C(=O)c3cc(-c4ccc(Br)cc4)n[nH]3)CC2)cc(OC)c1OC	0.0	96.9	98.9	24.9	91.8	101.2

Rewritten with values ahead of the structure: part of the list above
| LAP4 TOR yeast | GASC-1 inh | GRK2 aptamer HTS | CIT2-GFP yeast | AGP1 TOR yeast | VLA-4 inh | MEP2 TOR yeast | RPL19A TOR yeast | smiles |
| --- | --- | --- | --- | --- | --- | --- | --- | --- |
| 90.4 | 5.0&0.0 | 0.0 | 91.6 | 96.8 | 6.6 | 98.7 | 96.6 | CC(=O)c1cccc(S(=O)(=O)N2CCC(n3nnc4cc(F)ccc43)CC2)c1 |
| 111.2 | 3.7 | 0.0 | 107.1 | 98.8 | 6.9 | 102.2 | 100.4 | C#CCn1c(=O)c2c(ncn2C)n(C)c1=O |
| 91.9 | -8.4 | 3.0 | 97.8 | 92.4 | 10.3 | 105.8 | 101.6 | C=CCNC(=S)NCC |

Going on with the list.
LAP4 TOR yeast	GASC-1 inh	mol	GRK2 aptamer HTS	CIT2-GFP yeast	AGP1 TOR yeast	VLA-4 inh	MEP2 TOR yeast	RPL19A TOR yeast
105.1	-8.4	Cc1cc(C)n2nc(CCCCc3nc4nc(C)cc(C)n4n3)nc2n1	2.0	101.4	105.1	4.9	103.4	100.6
113.3	-4.0	COc1cccc(C(=O)NC(=S)Nc2ccc([N+](=O)[O-])cc2C)c1	1.0	100.1	100.8	-2.0	109.2	106.5
101.4	-0.6	C/C(=N\N=C1/NC(=O)C(C)S1)c1ccco1 (stereo unspecified)	1.0	99.7	97.5	7.9	96.5	97.8
110.3	-5.6	COC(=O)c1ccccc1N=Nc1c(C)noc1C	6.0	97.6	105.9	-6.1	98.3	97.5
86.6	-0.3	CCC(Sc1nc2cc3c(cc2c(=O)n1Cc1ccco1)OCO3)C(=O)Nc1ccccc1OC (stereo unspecified)	0.0	102.0	118.2	-22.7	104.7	102.4
90.7	17.9	CC(C)Cn1c(=O)c2ccccc2n2c(CCC(=O)NC3CCN(Cc4ccccc4)CC3)nnc12	0.0	104.8	97.4	-4.8	100.8	97.1
108.8	13.1	Cc1cc(O)cc2c1C(c1ccc(F)cc1)CC1(CC(C)(C)NC(=S)N1)O2 (stereo unspecified)	0.0	97.3	102.2	3.9	101.2	97.4
91.7	2.2	O=c1c2ccccc2nc2ccc(NCc3ccco3)nn12	4.0	103.1	109.5	6.7	99.2	98.4
120.1	-2.1	Clc1cccc(-c2nnc(SC/C=C/c3ccccc3)n2Cc2ccco2)c1	1.0	93.4	95.0	6.4	103.8	104.4
96.5	-1.9	COc1cc(C(=O)NCCCOC(C)C)ccc1OC1CCN(C(C)=O)CC1	1.0	97.1	104.8	3.5	100.2	101.4
104.1	2.1	CCN(CC(=O)Nc1c(F)cccc1F)C(=O)c1ccc2c(c1)S(=O)(=O)N=C1CCCCCN12	2.0	118.8	113.2	-1.2	112.7	108.1
96.8	8.1	O=S1(=O)N=C(N/N=C/C=C/c2ccccc2)c2ccccc21	0.0	106.4	102.5	-7.8	102.0	109.2
115.4	34.7	CCCCn1c(N)c(N(CC(C)C)C(=O)c2ccc(S(=O)(=O)N3CCCCCC3)cc2)c(=O)[nH]c1=O	0.0	99.7	111.0	0.4	95.9	101.7
96.8	-2.6	Cc1ccccc1C(=O)NC(C)C1CC2CCC1C2 (stereo unspecified)	0.0	101.7	102.9	0.1	103.3	103.8
102.6	3.7	COCCOC(=O)CSc1ncccc1-c1nc2cc(C)c(C)cc2[nH]1	0.0	102.9	100.6	-0.6	102.3	100.8
99.5	-7.7	Cc1cccc2cc3c(NC(=O)c4ccccn4)nn(C)c3nc12	0.0	90.0	92.8	-8.8	107.8	99.1
105.4	6.8	Cc1nc2ccccc2c(=O)n1CC(=O)N1CCOCC1	0.0	97.0	103.2	19.6	104.7	97.9
107.5	-3.8	COc1ccc(N2C(=O)CC(Sc3nnc(-c4ccccc4)o3)C2=O)cc1 (stereo unspecified)	2.0	96.8	99.0	38.4	92.2	98.9
95.3	-5.6	O=C(CSc1ccc(-c2ccc(F)cc2)nn1)NCC1CCCO1 (stereo unspecified)	0.0	94.1	93.5	2.8	93.9	96.6
96.9	u	CC(C)(C)C(=O)NC1CCN(S(=O)(=O)c2cccc(C(F)(F)F)c2)CC1	1.0	104.0	100.6	1.4	94.9	99.4
